Wnt bcat act = activators of Wnt/beta-catenin signaling | Wnt/beta-catenin reporter cell assay, activator, plate reader | activation, % at 9.35 µM | 1.2% of 300,000 active; in the data active = activation above about 30%, passing the limit was not always enough; inconclusive = no clear call, values can overlap the other calls;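 note: 0% = neutral control wells and 100% = positive control wells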
Arrestin-AP2 inh = inhibitors of human beta-arrestin and AP2 interaction; FITC-arrestin peptide / GST-AP2 beads, flow cytometry; AP2 beta2 appendage carries R879A mutation; inhibition, % at 10 µM; 0.31% of 340,000 active;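 active = inhibition above a set limit, near 3 SD of compounds lacking own fluorescence, cut at about 54% in these data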;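 note: plate controls were DMSO wells for no effect and 5 µM unlabelled arrestin peptide for full effect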
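Assay system: GST-AP2 R879A bound to glutathione beads, E. coli-expressed; Medium: PBS with 0.05% Tween 20 and 0.1% BSA; Also added: fluorescein-tagged arrestin peptide at 50 nM final; Timing: 12 min plus 1 h, RT; Measured by: flow cytometry, FL1 (488/535 nm); Evaluation: percent drop in bead-associated FITC signal.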
V-ATPase pH = yeast V-ATPase proton transport regulation by pHLuorin | S. cerevisiae, pHLuorin cytosolic pH fluorescence | response, % at 10 µM | 0.37% of 350,000 active; in the data active = response mostly above about 7.3%, no sharp cut-off; inactive = mostly below about 5.4%; note: actives read high; inactives centre near 0; some compounds called inactive have numbers as strong as hits; reference of the scale not given here
DSG3 Ab inh = human desmoglein-3 autoantibody binding inhibition. P32926. DSG3-coupled beads, scFv-anti-DSG3-GFP binding, flow cytometry; hits give low values. binding (percent of control), % at 10 µM. 0.48% of 310,000 active;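 active = binding more than 3 SD below its plate's average and above zero; inconclusive = below that plate limit but binding exactly zero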;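 note: hits lower antibody fragment binding to DSG3; some compounds called inactive have numbers as strong as hits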
RTF Ca sens act = increases calcium sensitivity of human cardiac regulated thin filaments. activation, % at 7.2 µM. P19429+P45379. 0.24% of 340,000 active. IANBD-labeled TnC RTF fluorescence at EC20 calcium; 0% EC20 calcium, 100% full calcium;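 active = activation above the mean over all tested compounds plus 3 SD, cut at about 30% in these data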;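 note: rise in fluorescence read as greater calcium sensitivity of cardiac thin filaments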
C-LANA FP = blocks KSHV LANA C-terminal domain binding to DNA | MBP-C-LANA/FAM-LBS DNA binding, fluorescence polarization | inhibition, % at 9 µM | 0.078% of 340,000 active | AID 504423;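 active = highest replicate inhibition at or above 60% at 9 µM, even if other replicates fall short; inactive = all replicates below 60% inhibition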;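 note: 0% = neutral control wells and 100% = 4 µM acridine orange control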
MOR-DOR inv ag = inverse agonist of human OPRM1-OPRD1 heterodimerization; inhibition, % at 9.3 µM; 0.21% of 340,000 active; cell-based MOR-DOR heterodimer luminescence, inverse agonism; AID 504357; in the data active = inhibition above about 22%, passing the limit was not always enough;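 note: 0% = cells with DMSO and 100% = wells without cells with DMSO; values of inactives mirror those of a sister screen read the other way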
Target sequence (P35372 whole entry, looked up): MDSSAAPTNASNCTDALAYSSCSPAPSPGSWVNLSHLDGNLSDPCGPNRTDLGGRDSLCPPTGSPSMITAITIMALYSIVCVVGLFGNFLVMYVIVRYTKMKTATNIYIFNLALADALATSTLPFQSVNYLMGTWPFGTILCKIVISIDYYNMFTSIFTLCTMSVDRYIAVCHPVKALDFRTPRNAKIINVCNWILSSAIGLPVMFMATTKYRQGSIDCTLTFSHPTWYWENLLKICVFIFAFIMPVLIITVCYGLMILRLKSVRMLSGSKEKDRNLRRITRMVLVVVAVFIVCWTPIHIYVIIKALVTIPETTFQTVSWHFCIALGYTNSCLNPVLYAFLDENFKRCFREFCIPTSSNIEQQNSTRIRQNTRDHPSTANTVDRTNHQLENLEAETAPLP
Target sequence (P41143 whole entry, looked up): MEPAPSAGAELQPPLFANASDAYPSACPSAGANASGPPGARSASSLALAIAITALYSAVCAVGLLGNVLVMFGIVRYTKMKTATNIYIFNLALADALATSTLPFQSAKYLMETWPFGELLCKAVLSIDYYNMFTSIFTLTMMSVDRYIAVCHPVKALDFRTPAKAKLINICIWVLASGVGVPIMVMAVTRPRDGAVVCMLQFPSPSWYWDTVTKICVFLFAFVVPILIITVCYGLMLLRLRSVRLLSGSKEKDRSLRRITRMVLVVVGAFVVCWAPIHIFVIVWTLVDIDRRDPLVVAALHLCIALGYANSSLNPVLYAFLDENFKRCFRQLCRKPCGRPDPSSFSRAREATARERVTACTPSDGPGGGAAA
RTF Ca sens inh = cardiac RTF calcium desensitization. P19429+P45379. IANBD-labeled cardiac RTF, Ca2+ fluorescence. inhibition, % at 7.15 µM. 0.12% of 340,000 active. AID 493244;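 active = inhibition above the mean inhibition of all tested compounds plus 3 SD, cut at about 17% in these data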;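 note: assay run at fixed EC70 calcium of 1.6 mM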
OPRM1-OPRD1 ag = OPRM1-OPRD1 heterodimerization agonism. activation, % at 9.3 µM. 0.3% of 340,000 active. AID 504326. P35372+P41143. cells, luminescence; in the data active = activation above about 18%;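 note: 0% = vehicle-treated cells and 100% = reference agonist; values of inactives mirror those of a sister screen read the other way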
Keap1-Nrf2 PPI = disrupts human Keap1 binding to Nrf2 peptide. Keap1 Kelch-Nrf2 peptide fluorescence polarization, 1536-well. inhibition, % at 9.4 µM. 0.15% of 340,000 active. AID 504523; in the data active = inhibition above about 12%; inconclusive = no clear call, values can overlap the other calls; inactive = below about 7.3%;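 note: human Keap1 Kelch domain with fluorescein labeled Nrf2 9mer peptide probe; 0% = neutral control wells and 100% = peptide positive control; higher means more block of Keap1 binding to Nrf2 peptide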
Starred values were filed as active, the others as inactive; ? = inconclusive; / = no result given.

SMILES	Wnt bcat act	Arrestin-AP2 inh	V-ATPase pH	DSG3 Ab inh	RTF Ca sens act	C-LANA FP	MOR-DOR inv ag	RTF Ca sens inh	OPRM1-OPRD1 ag	Keap1-Nrf2 PPI
COc1ccc(S(=O)(=O)N2CCN(Cc3cccc(OC)c3OC)CC2)cc1	-1	12	4	108	1	/	1	4	-0.2	-4
O=C1/C(=C\c2cc(Br)cc(Br)c2O)SC(=S)N1Cc1ccccc1	/	3	-1	89	1	-2.3	0	-17	-0.1	-4
COc1ccccc1NC(=O)Nc1ccc2[nH]c(=O)[nH]c2c1	/	4	3	110	5	-1.2	4	3	-0.5	-1
O=C(N/N=C/c1ccc2c(c1)OCO2)c1ccn(Cc2ccc(Cl)cc2)n1	2	39	-1	103	-4	1.7	-14	-1	2.7	0
CC(C)CCN1CCNC(=O)C1CC(=O)NCCCN1CCOCC1 (centres undefined)	1	42	-4	99	-1	-1.0	13	-6	-2.5	3
COc1ccccc1NNC(=O)C(O)(c1ccccc1OC)c1ccccc1OC	-4	21	-3	78	-6	1.2	2	7	-0.3	8
CN1CCN(c2nc3c(c(=O)n(C)c(=O)n3C)n2Cc2cccc3ccccc23)CC1	/	15	0	107	-9	-1.3	10	-6	-1.8	2
CCN1CCN(c2cc(C)c3cc(NC(=S)N(C)Cc4ccccc4)ccc3n2)CC1	-2	-17	2	95	-6	-1.7	11	-4	-2.5	-7
Cc1ccc(CNC(=O)C2CCN(S(=O)(=O)c3ccc4nc5c(c(C(=O)O)c4c3)CC(C)CC5)CC2)cc1 (centres undefined)	0	6	2	106	2	-0.3	-4	-4	0.8	-4
O=C(Nc1ccc2[nH]c(=O)[nH]c2c1)c1cccc([N+](=O)[O-])c1	0	32	8.9*	110	-1	0.6	4	-4	-0.8	3
O=C(c1ccc2ccccc2c1)N1CCN(c2ccc(C(F)(F)F)cn2)CC1	0	-2	-1	/	-4	1.7	-2	1	0.3	-7
CC(C)(C)NC(=O)c1ccc(NC(=O)c2ccccc2-c2ccccc2C(=O)O)cc1	-1	10	0	108	-4	1.3	9	0	-1.6	-2
NC(=S)COc1ccccc1	0	28	-1	109	-2	41	2	-10	-0.5	-2
O=C(O)CC(NC(=O)OCc1ccccc1)c1ccccc1 (centres undefined)	/	-6	0	104	5	-0.4	3	-1	-0.5	5
CN1C(=O)C(/C(N)=N/NC(=O)c2ccccc2)C2CC1(C)Oc1ccccc12 (centres undefined)	-2	28	2	105	-3	1.5	2	-3	-0.2	1
COc1cc(OC)cc(C(=O)Nc2ccc(N3CCN(C(=O)c4cccs4)CC3)cc2)c1	-4	33	2	103	3	-0.5	7	-7	-1.3	-7
COc1ccc(OCCCCN(C)Cc2ccccc2)cc1	1	5	-2	104	-3	1.8	20	0	-4.3	-2
COc1ccc(C2/C=C\CN(CC(C)C)CC(=O)N2Cc2cccc(F)c2)cc1 (centres undefined)	-3	28	2	104	-2	2.0	8	-7	-1.6	-3
COCCCn1cnc2c(c1=O)c1nc3ccccc3nc1n2-c1ccccc1	/	4	0	99	4	2.9	6	4	-1.0	-5
COc1ccc(C(=O)COc2ccccc2C#N)cc1	46*	10	3	113	1	-0.2	-3	-2	0.6	-7
Cn1c(=O)cc(OCCCC(=O)NCc2ccc3c(c2)OCO3)c2ccccc21	3	8	0	90	4	0.2	12	1	-2.2	-6
Cc1[nH]n(-c2cccc(Cl)c2)c(=O)c1-c1ccc(Cl)cc1	/	-11	-1	103	4	-0.7	3	-7	-0.5	-3
O=C(NC1CCNCC1)C1CC1	0	41	1	93	0	0.4	11	3	-2.2	3
COc1cc2cc(CN(C(=O)NC3CCCCC3)C3CCCC3)c(=O)[nH]c2cc1OC	/	6	6	92	-5	0.6	0	-2	0.0	-2
CCOC(=O)c1[nH]c(C)c(CN(CCc2ccccc2)C(=O)CCC(=O)O)c1C	-1	2	-1	58	3	-0.3	3	3	-0.6	-1

Single entries from above.
For RTF Ca sens act, COc1ccccc1NC(=O)Nc1ccc2[nH]c(=O)[nH]c2c1 has 5
For Wnt bcat act, O=C(NC1CCNCC1)C1CC1 has 0

Next results follow:
SMILES	Wnt bcat act	Arrestin-AP2 inh	V-ATPase pH	DSG3 Ab inh	RTF Ca sens act	C-LANA FP	MOR-DOR inv ag	RTF Ca sens inh	OPRM1-OPRD1 ag	Keap1-Nrf2 PPI
O=C(O)C1CCCN1S(=O)(=O)c1cc(Cl)ccc1Cl (centres undefined)	-1	8	-4	100	-1	2.0	1	-7	-0.1	1
CN1CCN(C(=O)C2CCN(S(=O)(=O)c3ccc4c(c3)oc(=O)n4C)CC2)CC1	-1	3	-2	108	1	-0.6	11	-5	-2.1	-4
Cc1ccc(C(=O)N/N=C/c2ccc3c(c2)OCO3)o1	?	3	3	84	1	-2.3	12	-5	-1.9	-3
CCc1ccc(CNC(=O)CC2C(=O)NCCN2Cc2ccccc2F)nc1 (centres undefined)	-3	-11	1	106	0	0.9	13	-2	-2.6	-9
C=CCn1c(-c2ccc(S(=O)(=O)N3CCOCC3)cc2)csc1=Nc1ccccc1	/	-5	0	98	0	-1.7	1	-12	-0.2	-5
CCCCC(=O)Nc1ccc(NC(=O)C(C)C)cn1	10	0	3	97	5	0.3	14	-8	-2.4	-2
CCOC(=O)C1(Cc2ccc(OC)cc2)CCN(C(=O)CN2CCOC2=O)CC1	17	12	-1	84	0	1.8	9	6	-1.6	-1
CC1(C)CC(O)C(C)(C)N1O (centres undefined)	-4	30	-1	79	2	1.5	8	-9	-1.3	-1
C=CCn1c(=N)n(CC(=O)OC)c2ccccc21	0	-1	-2	/	-5	0.7	6	-1	-1.4	-4
O=C(Nc1c2c(nc3ccccc13)CCCC2)c1ccccc1Br	19	1	4	81	3	0.7	8	1	-1.1	-2
CC(C)(C)OC(=O)NCCC(=O)N/N=C/c1ccc2ncccc2c1	0	12	2	105	4	0.6	12	-3	-2.3	-5
Cc1csc(NC(=O)CSc2nnc(-c3ccco3)n2C)n1	-1	15	8	108	-1	2.3	8	0	-1.5	-5
COc1ccc(CCNC(=O)C(=O)NCC2OCCN2C(=O)c2ccc(Cl)cc2)cc1OC (centres undefined)	-2	-2	0	95	-2	0.9	26	-13	-5.1	3
Oc1ccc(C2Nc3cccc4cccc(c34)N2)cc1	-4	56*	3	114	-3	1.5	4	2	-0.7	-1
N#CC1(Nc2ccc([N+](=O)[O-])cc2)CCCC1	-1	0	-2	/	-6	-1.4	11	-9	-2.2	-6
CCOC(=O)c1c(NC(=O)C2CCCN(S(=O)(=O)c3ccc(C)cc3)C2)sc2c1CCCC2 (centres undefined)	-8	4	-19	88	-1	-0.7	8	10	-1.7	-4
Cc1ccc(C2=NNC(C(O)C(O)C(O)CO)S2)cc1 (centres undefined)	/	11	6	94	9	-0.4	-4	-9	0.7	-1
COC(=O)c1cc(OC)c(OC)cc1NC(=O)c1ccc(OC)c(OC)c1	-5	5	-3	102	0	-1.0	8	4	-1.5	-8
O=[N+]([O-])c1ccccc1S(=O)(=O)N1CCN(CC2CC=CCC2)CC1 (centres undefined)	-2	-14	-2	95	1	4.2	-4	-12	0.7	6
COc1cccc(C(=O)NC2CCCC2)c1	1	28	0	94	2	-0.4	3	-3	-0.4	-1
NC12CC3CC(C1)CC(CO)(C3)O2	-1	0	-2	95	-2	-2.7	0	10	-0.1	-3
Cc1ccc(NC(=O)CSc2nc(=O)n(CCCN3CCOCC3)c3c2CCCC3)cc1	-2	30	-1	99	2	-0.8	5	-1	-0.7	-4

By substructure, those above containing an aryl methoxy group
SMILES	Wnt bcat act	Arrestin-AP2 inh	V-ATPase pH	DSG3 Ab inh	RTF Ca sens act	C-LANA FP	MOR-DOR inv ag	RTF Ca sens inh	OPRM1-OPRD1 ag	Keap1-Nrf2 PPI
COc1ccc(S(=O)(=O)N2CCN(Cc3cccc(OC)c3OC)CC2)cc1	-1	12	4	108	1	/	1	4	-0.2	-4
COc1ccccc1NC(=O)Nc1ccc2[nH]c(=O)[nH]c2c1	/	4	3	110	5	-1.2	4	3	-0.5	-1
COc1ccccc1NNC(=O)C(O)(c1ccccc1OC)c1ccccc1OC	-4	21	-3	78	-6	1.2	2	7	-0.3	8
COc1cc(OC)cc(C(=O)Nc2ccc(N3CCN(C(=O)c4cccs4)CC3)cc2)c1	-4	33	2	103	3	-0.5	7	-7	-1.3	-7
COc1ccc(OCCCCN(C)Cc2ccccc2)cc1	1	5	-2	104	-3	1.8	20	0	-4.3	-2
COc1ccc(C2/C=C\CN(CC(C)C)CC(=O)N2Cc2cccc(F)c2)cc1 (centres undefined)	-3	28	2	104	-2	2.0	8	-7	-1.6	-3
COc1ccc(C(=O)COc2ccccc2C#N)cc1	46*	10	3	113	1	-0.2	-3	-2	0.6	-7
COc1cc2cc(CN(C(=O)NC3CCCCC3)C3CCCC3)c(=O)[nH]c2cc1OC	/	6	6	92	-5	0.6	0	-2	0.0	-2
CCOC(=O)C1(Cc2ccc(OC)cc2)CCN(C(=O)CN2CCOC2=O)CC1	17	12	-1	84	0	1.8	9	6	-1.6	-1
COc1ccc(CCNC(=O)C(=O)NCC2OCCN2C(=O)c2ccc(Cl)cc2)cc1OC (centres undefined)	-2	-2	0	95	-2	0.9	26	-13	-5.1	3
COC(=O)c1cc(OC)c(OC)cc1NC(=O)c1ccc(OC)c(OC)c1	-5	5	-3	102	0	-1.0	8	4	-1.5	-8
COc1cccc(C(=O)NC2CCCC2)c1	1	28	0	94	2	-0.4	3	-3	-0.4	-1

Screening results: PubChem BioAssay, several laboratories
